Source: PubChem BioAssay
hcDAF-12 act = activators of H. contortus DAF-12 nuclear receptor; HEK293 hcDAF-12 lit1-tk-luc reporter, luminescence; 0% DMSO, 100% Δ7-dafachronic acid; activation, % at 6.8 µM; hit rate 1.4% among 370,000;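 active = activation above the mean of all tested compounds plus 3 SD, cut at about 5.5% in these data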;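 note: 100% = response to 3 µM Δ7-dafachronic acid high control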
ADAM10 inh = inhibits human ADAM10; inhibition, % at 7 µM; hit rate 0.62% among 370,000; O14672; recombinant ADAM10, EDANS/DABCYL FRET peptide cleavage, 3 h;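 active = inhibition above a per-campaign cutoff equal to the mean of compounds falling between control-based bounds plus 3 SD, cut at about 20% in these data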;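 note: 0% = DMSO wells while the 100% control is not disclosed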
Target sequence (O14672 214-748 limits assumed): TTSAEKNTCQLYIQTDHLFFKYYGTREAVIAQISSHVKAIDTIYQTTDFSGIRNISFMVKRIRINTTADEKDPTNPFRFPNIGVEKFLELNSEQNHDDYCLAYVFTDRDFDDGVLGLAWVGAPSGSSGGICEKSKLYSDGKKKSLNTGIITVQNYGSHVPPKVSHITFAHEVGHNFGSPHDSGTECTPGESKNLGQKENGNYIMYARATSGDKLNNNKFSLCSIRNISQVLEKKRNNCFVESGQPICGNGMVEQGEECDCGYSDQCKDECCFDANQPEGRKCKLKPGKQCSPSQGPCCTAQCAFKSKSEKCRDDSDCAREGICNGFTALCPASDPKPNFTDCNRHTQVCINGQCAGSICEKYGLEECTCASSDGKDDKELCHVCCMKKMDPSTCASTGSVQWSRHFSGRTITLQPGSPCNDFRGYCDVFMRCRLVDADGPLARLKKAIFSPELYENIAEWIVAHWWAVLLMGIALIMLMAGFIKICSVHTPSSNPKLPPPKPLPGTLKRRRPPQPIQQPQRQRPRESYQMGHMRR
GAA850 FXN act = activators of GAA850 frataxin (FXN) promoter; activation, % at 6 µM; HEK293 lucGAA850 FXN promoter luciferase reporter, 24 h; percent of 10 µM SAHA response; hit rate 0.56% among 360,000;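 active = activation above the average of all compounds screened plus 3 SD, cutoff fixed separately per campaign, cut at about 7.5% in these data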;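 note: 0% = DMSO wells and 100% = 10 µM SAHA wells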
hgDAF12 agonist = agonists of H. glycines DAF-12 nuclear receptor; hit rate 1.8% among 370,000; AID 687014; HEK293 GAL4-hgDAF12 UAS-luciferase reporter, agonist luminescence; normalized to butyrate control; activation, % at 6.8 µM;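 active = activation above a cutoff set at the mean of all screened compounds plus 3 SD, cut at about 10% in these data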;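 note: 0% = DMSO wells and 100% = sodium butyrate wells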
SMARCA2 act = SMARCA2 function activation, primary screen. MG213 cells, MMTV-luciferase reporter, dexamethasone, overnight. activation, % at 9.1 µM. hit rate 1% among 370,000; in the data active = activation above about 7.8%;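 note: 0% = vehicle wells and 100% = reference activator wells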
DAX1 inh-1 = inhibitors of DAX1 repression of SF-1 activated StAR promoter. HEK293T StAR-luciferase reporter, SF-1/DAX-1 repression relief. inhibition, % at 6.8 µM. hit rate 1.1% among 370,000. AID 652010;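 active = inhibition above the mean over all tested compounds plus 3 SD, cut at about 3.6% in these data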;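 note: 0% = DAX-1 cells with DMSO and 100% = cells lacking DAX-1 with DMSO; higher inhibition means more luminescence from relief of DAX-1 repression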
ssDAF12 agonist = S. stercoralis DAF-12 activation, primary screen. HEK293 ssDAF-12/GRIP1 lit1-tk-luc reporter, luminescence; % of 3 µM dafachronic acid response. activation, % at 6.8 µM. hit rate 1% among 370,000;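 active = activation above the mean over all tested compounds plus 3 SD, cut at about 0.9% in these data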;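 note: 0% = DMSO-only wells and 100% = 3 µM delta7-dafachronic acid wells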
NPR1 activator = GC-A (human) enzyme activation | P16066 | HEK293 GC-A cells, cGMP TR-FRET, EC30 ANP; 0% at EC30 ANP, 100% saturating ANP | activation, % at 10 µM | hit rate 0.14% among 370,000 | AID 1671463; in the data active = activation above about 40%
DAX1 inh-2 = NR0B1 (DAX1) inhibition. P51843. HEK293 Gal4-DAX1 luciferase reporter, luminescence. inhibition, % at 6.75 µM. hit rate 0.99% among 340,000. AID 504766;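 active = inhibition above the mean over all tested compounds plus 3 SD, cut at about 4.2% in these data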;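 note: 0% = DAX1-transfected cells with DMSO and 100% = empty-vector control cells with DMSO; inhibition shows as a rise in luminescence from relieved DAX1 repression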
sPLA2-III inh = Blocks human group III sPLA2 activity; Q9NZ20; inhibition, % at 12.2 µM; QFRET BODIPY PC-A2 liposome hydrolysis, fluorescence; hit rate 0.56% among 370,000;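 active = inhibition above mean plus 3 SD of compounds lying within the high and low control bounds, cut at about 19% in these data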;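 note: 0% = median of test compound wells and 100% = no enzyme DMSO wells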
Target sequence (Q9NZ20 whole entry, looked up): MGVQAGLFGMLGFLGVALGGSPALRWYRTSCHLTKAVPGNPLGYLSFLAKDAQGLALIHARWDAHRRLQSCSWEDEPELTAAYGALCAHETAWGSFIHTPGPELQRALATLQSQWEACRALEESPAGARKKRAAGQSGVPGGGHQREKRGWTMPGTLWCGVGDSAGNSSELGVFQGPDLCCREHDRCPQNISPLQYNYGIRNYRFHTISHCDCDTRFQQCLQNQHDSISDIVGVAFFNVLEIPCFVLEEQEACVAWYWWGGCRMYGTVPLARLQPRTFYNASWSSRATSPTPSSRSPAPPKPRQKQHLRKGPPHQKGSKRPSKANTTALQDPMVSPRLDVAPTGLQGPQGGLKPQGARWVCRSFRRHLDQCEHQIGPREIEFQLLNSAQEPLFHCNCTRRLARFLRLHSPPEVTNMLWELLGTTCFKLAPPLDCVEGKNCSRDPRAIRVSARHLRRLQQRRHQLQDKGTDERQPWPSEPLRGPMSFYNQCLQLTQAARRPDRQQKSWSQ
GC-B act = GC-B (human) receptor activation; P20594; HEK293-GC-B cells, CNP EC30, cGMP TR-FRET; 0% at EC30 CNP, 100% saturating CNP; activation, % at 10 µM; hit rate 0.11% among 370,000;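 active = activation at 10 µM reaching about 35% in either raw or pattern-adjusted values, limit read from the data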
An asterisk follows results filed as active; x = not tested or not shown; & = joins results of further samples. Compounds were not picked by outcome; overall some 6.6% were active at least once.

SMILES	hcDAF-12 act	ADAM10 inh	GAA850 FXN act	hgDAF12 agonist	SMARCA2 act	DAX1 inh-1	ssDAF12 agonist	NPR1 activator	DAX1 inh-2	sPLA2-III inh	GC-B act
Cc1cc(-c2ccc(C)c(S(=O)(=O)NCC3CCN(Cc4cccc(F)c4)CC3)c2)on1	-1.9	7	-1.0	-3.7	-3	-0.6	-1.5	-14	0.1	-38	-11
CCC(C)(C)NC(=O)c1cccc(NC(=O)C(C)C)c1	-1.4	0	-0.7	-1.7	-3	0.0	-0.9	1	1.1	6	-4
O=C(CN1CCN(c2ccccc2)CC1)c1c[nH]c2ccccc12	3.5	3	0.2	0.5	-2	-0.6	-0.2	5	1.3	0	4
CCn1nnnc1SCC(=O)Nc1nc(-c2cccs2)cs1	0.7	-7	1.3	0.1	-9	0.3	-0.4	17	-0.2	-2	5
Cc1ccccc1-c1cc2nc(NCCc3ccncc3)n(C)c(=O)c2s1	-0.6	-6	2.7	-2.0	-2	-0.9	-1.5	5	x	-21	-6
CCOc1ccc2nc(S(=O)(=O)NC(=O)C3(C)CCN3C(=O)CCc3cccs3)sc2c1 (stereo unspecified)	-0.8	-15	0.3	1.8	-6	0.3	-1.0	0	x	-14	-1
CC(C)(C)C(=O)OCc1cn(-c2ccc(Cl)cc2)nn1	0.3	-1	0.5	3.5	1	1.4	-0.4	-1	0.6	5	2
CC(C)n1nc(C(=O)OCC(=O)N(C)C2CCS(=O)(=O)C2)c2ccccc2c1=O (stereo unspecified)	-0.7	3	-0.5	-3.1	-5	-0.5	-1.1	0	0.2	4	4
COc1ccccc1/C=C/C(=O)OCC(=O)NCc1ccco1	-0.2	-123	-2.3	3.1	-3	0.1	-0.9	-1	-0.1	2	4
c1ccc(Oc2ccccn2)cc1	0.9	-8	-1.0	-2.3	6	0.6	-1.1	2	-1.5	-2	-2
CC1Oc2ccccc2N(CC(=O)N2CCCCCC2)C1=O (stereo unspecified)	3.9	-2	2.0	-2.6	2	-0.1	-0.8	4	-0.5	-4	5
COC(CN(C)S(=O)(=O)c1cc2c3c(c1)CCC(=O)N3CCC2)OC	3.1	-4	0.6	-0.4	3	0.2	-1.3	2	0.0	2	-1
CC1C=CCC2C(=O)N(c3cc(Cl)ccc3O)C(=O)C12 (stereo unspecified)	-0.5	2	-0.2	-3.0	5	-0.2	-0.6	3	-0.3	-14	3
N/C(=N\OC(=O)c1cccc2ccccc12)c1cccnc1	12*	-48	6.3	14*	8	0.7	1.6*	-4	-0.2	-4	-9
CCOC(=O)N1CCN(C(=O)c2ccc([N+](=O)[O-])cc2Cl)CC1	0.0	-2	0.5	-0.7	2	0.4	-0.9	0	-1.6	-1	-5
CC(CCc1ccccc1)NC(=O)CN1CCN(c2ccc(O)cc2)CC1 (stereo unspecified)	-0.7	8	0.9	-5.8	-3	-1.4	-1.8	3	0.0	4	2
O=C(Cc1c(F)cccc1Cl)Nc1ccc(S(=O)(=O)N2CCOCC2)cc1	-0.2	-2	0.9	-0.4	2	0.9	-0.5	5	-0.4	-2	4
O=C(Nc1cnc2ccccn2c1=O)c1ccc(Cl)cc1	1.2	0	2.9	13*	7	0.8	-0.7	12	2.8	6	-3
NC(Cc1c[nH]c2ccccc12)C(=O)NCc1ccco1 (stereo unspecified)	1.1	-3	0.3	1.8	-3	-0.5	-0.7	-3	1.3	-8	4
CC/C(=N\n1nnnc1Nc1ccccc1)c1ccccc1	0.6	-5	0.8	-1.9	-2	0.4	-0.8	2	2.4	-1	-3
Cn1nnc(-c2ccc(OCc3ccccc3F)cc2)n1	1.8	6	6.7	8.6	11*	3.8*	1.0*	5	1.6	1	7
COc1cccc(-c2cccc(NC(=O)C3CCN(CC4CCOC4)CC3)c2)c1 (stereo unspecified)	2.6	6	0.9	5.1	-3	1.2	-0.2	1	0.4	-1	0
Cc1ccc(SCC(=O)c2c(C)nc3ccccn23)cc1	-2.7	0	1.3	-0.2	-4	-1.1	-2.1	-7	-1.7	-25	-1
COc1ccccc1C(=O)NNC(=S)Nc1ccccc1	11*	-3	3.9	6.6	1	1.3	-0.1	-3	3.2	8	-1
Nc1c2nc(-c3ccccc3)[nH]c(=O)c2nc(=O)n1-c1ccccc1	-0.8	-31	4.5	-1.2	-4	0.1	-1.0	1	1.1	14	1

Additional compounds.
SMILES	hcDAF-12 act	ADAM10 inh	GAA850 FXN act	hgDAF12 agonist	SMARCA2 act	DAX1 inh-1	ssDAF12 agonist	NPR1 activator	DAX1 inh-2	sPLA2-III inh	GC-B act
COc1ccc(C(=O)C=Cc2ccc3c(c2)OCO3)cc1OC	0.3	-6	2.2	2.4	10*	0.2	-1.5	6	0.1	1	2
O=C(Cc1ccccc1)N/N=C/c1ccc([N+](=O)[O-])s1	-2.5	2	0.6	-4.0	-6	-1.6	-0.7	4	-2.9	-6	1
O=C(Cc1cc(=O)[nH][nH]1)N/N=C/C(Cl)=C/c1ccccc1	-0.6&-1.0	12&3	-1.1&-0.7	1.2&2.1	4&-1	-0.3&-0.6	-0.9&-0.6	-1&0	1.4&0.1	-13&-23	1&10
O=c1c2ccccc2nnn1CSc1nnc(-c2ccco2)o1	-2.6	0	2.5	0.3	-1	0.3	-0.7	-3	0.6	1	-1
Cc1coc2c(C)c3oc(=O)c4c(c3cc12)CCCC4	-2.2	-33	-3.0	3.1	-1	0.3	-0.9	-4	1.6	0	-1
C[C@H](Cc1ccccc1)Nc1ncnc2c1ncn2[C@@H]1O[C@H](CO)[C@@H](O)[C@H]1O	-3.4	1	6.8	0.9	3	3.8*	-1.4	2	0.0	-3	-5
C/C(=N\NC(=O)COc1ccccc1-c1ccccc1)c1cccnc1	-0.9	7	-4.7	-7.7	3	-3.5	-2.1	-7	-1.0	-15	-6
O=[N+]([O-])c1ccc(-c2csc(N3CCc4ccccc4C3)n2)cc1	-0.9	0	-2.4	1.1	0	0.9	-1.3	3	1.2	-1	3
COc1ccc(C(CNC(=O)CN(C)S(=O)(=O)c2ccc(C)cc2)N2CCCC2)cc1 (stereo unspecified)	-0.3	-7	-2.2	2.1	1	-0.2	-0.6	-2	-0.8	-6	-7
Cc1cccc(N2CCN(C(=O)C3CCC(=O)N(Cc4ccccc4F)C3)CC2)c1C (stereo unspecified)	-1.1	3	-0.8	-2.7	-1	-1.2	-1.6	-3	-0.6	-2	-1
CCCc1nc(SCC(=O)Nc2nccs2)c2ccccc2n1	-0.7	-4	-4.4	0.8	1	-0.3	-0.9	2	-1.5	-1	-11
CCN1CCN(c2nc(-c3ccc(F)cc3)cc(=O)[nH]2)CC1	0.4	2	1.2	-0.3	1	0.1	-1.5	-1	-0.6	0	1
CC1=C(C(=O)NCc2ccccc2)C(c2cc(Br)cc(Br)c2OC(C)C)NC(=O)N1 (stereo unspecified)	-1.2	7	-5.6	3.1	-3	-0.2	-1.2	-24	0.2	6	-18
COc1ccc(C2=NN(C(=O)C(O)c3ccccc3)C(O)(C(F)(F)F)C2)cc1 (stereo unspecified)	-2.5	-3	-1.1	-2.7	-1	-0.7	-1.2	-5	0.5	-10	4
Cc1cc(C)cc(NC(=O)CSCc2cnn(-c3ccccc3)c2-n2cccc2)c1	-2.9	21*	-1.4	-1.7	1	0.2	-1.7	-17	-0.2	-14	-10
COc1ccc(-c2cc3ccc(OC)cc3cn2)cc1	9.9*	-57	-2.9	21*	7	4.2*	1.1*	1	0.5	-4	-4
CC(=O)N1CCc2cc(S(=O)(=O)C(C)CC(=O)Nc3ccc(OC(F)(F)F)cc3)ccc21 (stereo unspecified)	-3.2	-6	-0.1	1.2	2	-4.5	-1.4	0	-0.6	-1	-3
NC(=O)c1ccsc1NC(=O)COC(=O)c1ccc(Cl)c(N)c1	-1.1	-38	2.7	1.5	1	0.0	-1.9	6	-1.9	-2	4
COCCN(C(=O)COC(=O)C1CC1C)c1c(N)n(Cc2ccccc2)c(=O)[nH]c1=O (stereo unspecified)	0.6	-3	-1.1	0.6	-1	0.9	-1.1	2	-1.1	11	3
CCOc1ncccc1C(=O)NCCN1C(=O)S/C(=C/c2cccs2)C1=O	0.5	6	4.4	0.3	-5	0.6	-0.9	-4	-1.3	1	-2
O=C(NCc1ccccc1Cl)c1cc2ccccc2oc1=O	-0.4	0	3.5	0.7	-2	-0.2	-0.8	-1	0.6	-2	0
O=C1CN(S(=O)(=O)c2ccc(F)cc2)CCN1	-0.2	-6	0.3	8.6	2	0.1	-0.7	0	-0.1	1	-1
CC(C)(C)c1cc(CCC(=O)NNC(=O)c2ccncc2)cc(C(C)(C)C)c1O	-0.6	-7	2.4	1.9	-4	-1.4	-0.8	0	-0.2	-14	-1
C/C=C/c1ccc2c(c1)O[C@H](CN(C)CC1CCOCC1)[C@@H](C)CN([C@H](C)CO)S2(=O)=O	-0.2	-3	-0.3	2.0	1	-0.5	-0.6	-1	0.1	4	-4
COCCN(C(=O)Cc1cccs1)C(C(=O)NCc1ccc(OC)cc1)c1ccc(C)cc1 (stereo unspecified)	-0.5	-3	-2.2	-4.0	-2	-0.4	-1.0	-3	-0.7	1	-2
CC(C)(C)c1ccc(OCCC(=O)Nc2cccc(S(=O)(=O)N3CCOCC3)c2)cc1	-3.3	32*	0.7	-4.6	-4	-2.2	-1.2	-4	-0.2	-32	3
CCN1C[C@@H]2[C@@H]3C(=O)N(C)C(=O)[C@@H]3[C@](CC)(C1=O)N2C(=O)c1ccc(C)cc1	-1.2	8	1.1	1.8	0	-0.3	-1.2	-2	-0.7	5	8

An excerpt from above, reduced to ssDAF12 agonist, NPR1 activator and sPLA2-III inh:
Molecule	ssDAF12 agonist	NPR1 activator	sPLA2-III inh
CC1Oc2ccccc2N(CC(=O)N2CCCCCC2)C1=O (stereo unspecified)	-0.8	4	-4
COC(CN(C)S(=O)(=O)c1cc2c3c(c1)CCC(=O)N3CCC2)OC	-1.3	2	2

Full records as entered above.
C/C=C/c1ccc2c(c1)O[C@H](CN(C)CC1CCOCC1)[C@@H](C)CN([C@H](C)CO)S2(=O)=O across the screens: hcDAF-12 act: -0.2; ADAM10 inh: -3; GAA850 FXN act: -0.3; hgDAF12 agonist: 2.0; SMARCA2 act: 1; DAX1 inh-1: -0.5; ssDAF12 agonist: -0.6; NPR1 activator: -1; DAX1 inh-2: 0.1; sPLA2-III inh: 4; GC-B act: -4
O=C1CN(S(=O)(=O)c2ccc(F)cc2)CCN1 across the screens: hcDAF-12 act: -0.2; ADAM10 inh: -6; GAA850 FXN act: 0.3; hgDAF12 agonist: 8.6; SMARCA2 act: 2; DAX1 inh-1: 0.1; ssDAF12 agonist: -0.7; NPR1 activator: 0; DAX1 inh-2: -0.1; sPLA2-III inh: 1; GC-B act: -1
COCCN(C(=O)COC(=O)C1CC1C)c1c(N)n(Cc2ccccc2)c(=O)[nH]c1=O (stereo unspecified) across the screens: hcDAF-12 act: 0.6; ADAM10 inh: -3; GAA850 FXN act: -1.1; hgDAF12 agonist: 0.6; SMARCA2 act: -1; DAX1 inh-1: 0.9; ssDAF12 agonist: -1.1; NPR1 activator: 2; DAX1 inh-2: -1.1; sPLA2-III inh: 11; GC-B act: 3
